HttQ103 aggreg: reduces HttQ103-GFP aggregates in PC12 cells; Potency, µM (doses to about 46.1 µM), for the others: at the highest dose activity change, negative = inhibition, actives largely listed as inhibitors; 220,000 compounds, 1.1% hits; AID 1688; PC12 HttQ103-GFP aggregates, Acumen cytometry, 40 h; further: potency means the concentration at half of the fitted maximal effect; on the % scale 0 is the no-effect control and ±100 the full control effect; nearly all actives have a fitted effect of over 60% in size
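Steps: seed 1500 PC12 HTTQ103-GFP cells/well; add tebufenozide, 100 nM final; add compound titration; add ATPLite reagent; quantify GFP aggregates by laser scanning cytometry.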
IMPase Li cell: membrane-permeable IMPase blocker, potentiated with lithium; CHO-M1 cells, IP1 TR-FRET (IP-One), carbachol + lithium; Potency, µM (series often up to 59.4 µM), inactives show at the top dose activity, negative = IMPase inhibition, usual class: inhibitors; 210,000 compounds, 0.35% hits; AID 1457;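 further: IP1 builds up when IMPase is blocked and the TR-FRET signal falls; potency means the concentration at half of the fitted maximal effect; plate controls were basal vehicle for no effect and high inhibitor control for full effect; nearly all actives have a fitted effect of over 50% in size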
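Concentration–response in CHO-M1 cells, lithium-potentiated; 30 min at 37C. IP1 detected by competitive TR-FRET after 10 min lysis at RT. Hill-fitted AC50.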
L3MBTL1 inh: blocks human L3MBTL1 | 230,000 compounds, 0.66% hits | AID 485360 | AlphaScreen L3MBTL1–H3K9me1 peptide binding | Potency, µM (top dose mostly 57.1 µM), inactives show top-dose activity, negative = inhibition, usual class: inhibitors; further: potency means the concentration at half of the fitted maximal effect; on the % scale 0 is the no-effect control and ±100 the full control effect; nearly all actives have a fitted effect of over 60% in size
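First, the protein-peptide complex forms for 30 min at room temperature (L3MBTL1 50 nM, biotinylated H3K9me1 peptide 75 nM). Next, compounds are pin-transferred and incubated 30 min. Finally, AlphaScreen beads are added and read after 30 min.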
Epigenetic reg: regulators of epigenetic silencing causing reporter derepression in mouse cells; murine LDR cells, GFP reporter derepression, 30 h; Potency, µM (titrated, usually from 53.9 µM), inactives show at the highest dose GFP activation, usual class: activators; 280,000 compounds, 0.2% hits; AID 1865; further: potency means the concentration at half of the fitted maximal effect; % of control where 0% means no effect; nearly all actives have a fitted effect of over 60% in size
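Murine LDR cells carrying a silenced, genomically integrated CMV-driven GFP reporter were exposed to compound for 30 hours at 37 C. After PBS washes, GFP-positive cells (20–120 um objects) were counted by laser-scanning microplate cytometry.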
KinaseGlo FLuc: counter-screen: inhibitors of Kinase-Glo firefly luciferase. Q27757. Kinase-Glo luciferase, ATP luminescence, 8 min. Potency, µM (highest dose often 38.3 µM), for inactives: at the top dose activity change, negative = inhibition, usual class: inhibitors. 200,000 compounds, 0.28% hits. AID 1379; further: potency means the concentration at half of the fitted maximal effect; on the % scale 0 is the no-effect control and ±100 the full control effect; nearly all actives have a fitted effect of over 60% in size
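Compounds were added to a substrate mix at pH 7.2 (50 mM imidazole, 10 uM ATP, within the enzyme's linear range), followed by Kinase-Glo detection reagent; luminescence was measured after 8 minutes at ambient temperature.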
CBFb-RUNX1 inh: blocks binding between human CBF-beta and RUNX1 | AlphaScreen CBFb-His/RUNX1-biotin binding, biochemical | AID 1477 | Q01196+Q13951 | 230,000 tested, under 10 active | Potency, µM (top dose mostly 59.8 µM), for inactives: at the top dose activity, negative = inhibition, usual class: inhibitors; further: % of control where 0% means no effect
Target sequence (Q01196 whole entry, looked up): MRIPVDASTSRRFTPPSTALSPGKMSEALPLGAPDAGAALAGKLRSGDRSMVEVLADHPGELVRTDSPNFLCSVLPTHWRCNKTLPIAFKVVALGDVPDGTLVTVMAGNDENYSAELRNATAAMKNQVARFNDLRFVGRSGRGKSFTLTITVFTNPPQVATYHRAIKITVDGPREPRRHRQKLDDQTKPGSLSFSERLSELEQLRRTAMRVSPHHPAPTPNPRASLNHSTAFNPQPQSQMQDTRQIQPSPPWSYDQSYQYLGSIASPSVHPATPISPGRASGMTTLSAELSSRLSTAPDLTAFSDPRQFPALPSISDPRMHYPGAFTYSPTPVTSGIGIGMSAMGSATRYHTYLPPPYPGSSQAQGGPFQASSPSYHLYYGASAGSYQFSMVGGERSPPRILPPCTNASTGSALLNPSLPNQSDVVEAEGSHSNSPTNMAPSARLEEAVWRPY
Target sequence (Q13951 whole entry, looked up): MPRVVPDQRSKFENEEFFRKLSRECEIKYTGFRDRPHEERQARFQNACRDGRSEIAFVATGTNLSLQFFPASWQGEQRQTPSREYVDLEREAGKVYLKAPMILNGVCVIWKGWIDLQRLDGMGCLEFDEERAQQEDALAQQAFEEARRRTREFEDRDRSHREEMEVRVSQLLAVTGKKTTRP
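His-tagged CBF-beta and biotinylated RUNX1 (30 nM each) were premixed 20 min at room temperature, exposed to compound for 15 min, then given nickel-chelate and streptavidin AlphaScreen beads (50 ng each). After 90 min, AlphaScreen signal was read.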
NPSR antagonist: neuropeptide S receptor (human) antagonism, cAMP | Q6W5P4 | CHO-NPSR cells, cAMP TR-FRET, antagonist mode | Potency, µM (titrated, usually from 38.3 µM), without a hit: top-dose activity change, negative = inhibition, usual class: inhibitors | 220,000 compounds, 1% hits; further: potency means the concentration at half of the fitted maximal effect; on the % scale 0 is the no-effect control and ±100 the full control effect; nearly all actives have a fitted effect of over 50% in size; many of its hits are not listed in these tables
Target sequence (Q6W5P4 whole entry, looked up): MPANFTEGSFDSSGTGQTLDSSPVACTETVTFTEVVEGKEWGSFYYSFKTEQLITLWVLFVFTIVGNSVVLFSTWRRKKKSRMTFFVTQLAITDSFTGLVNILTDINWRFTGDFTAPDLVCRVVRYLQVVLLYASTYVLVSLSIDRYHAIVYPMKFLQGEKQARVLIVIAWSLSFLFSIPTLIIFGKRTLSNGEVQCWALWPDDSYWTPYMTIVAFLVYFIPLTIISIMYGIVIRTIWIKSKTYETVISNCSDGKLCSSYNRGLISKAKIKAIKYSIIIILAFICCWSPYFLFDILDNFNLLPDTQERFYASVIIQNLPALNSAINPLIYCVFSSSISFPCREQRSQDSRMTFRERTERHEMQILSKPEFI
* hit, by the source's call; ? = inconclusive; nt = not tested or not shown; [ ] = dose if it differs, or a comment. The call rests on the fitted dose curve; in most records, active means well fitted curve in the direction sought with a large enough effect; inconclusive means small, poorly fitted or top-dose-only effect, or another doubt; inactive means no such curve, though single readings can be large; an effect the other way counts as inactive or inconclusive. This is a subset. The share of hits here may be higher or lower than overall.

SMILES	HttQ103 aggreg	IMPase Li cell	L3MBTL1 inh	Epigenetic reg	KinaseGlo FLuc	CBFb-RUNX1 inh	NPSR antagonist
COc1ccc(CN2CN(c3ccc(Cl)cc3)C(=O)N(n3cnnc3)C2)cc1	-1%	-3%[38.3 µM]	1%	0.0%	-2%	4%	-7%[46.1 µM]
O=C(c1cc(=O)[nH]c2ccccc12)N1CCc2ccccc2C1	12%	11%	22%	-0.9%	0%	6%	10%
O=C(NC(c1ccccc1)c1c(O)ccc2ccccc12)c1ccccc1Cl (configuration not stated)	?	13%[38.3 µM]	-1%	-1.1%	0%	-6%	?
FC(F)(F)c1cc(Sc2ccccc2)nc(-c2ccccn2)n1	-1%	-15%[38.3 µM]	7%	-1.4%	-3%	5%	-7%[46.1 µM]
CSCC[C@H](NC(=O)OC(C)(C)C)c1nnc(SCc2cccc(F)c2)o1	-6%	28%[38.3 µM]	-4%	-1.1%	-1%	8%	-16%[46.1 µM]
COc1ccc(CCNC(=O)c2c(C)noc2C)cc1	14%	7%[38.3 µM]	7%	-1.0%	-3%	3%	0%[46.1 µM]
O=C(CSc1nnc(NC2CCCCC2)s1)NCc1ccco1	2%	5%	0%	0.9%	2%	1%	-2%
Cc1cc(=O)oc(C)c1C(=O)OCC(=O)c1ccc(Cl)cc1	-8%	-16%[38.3 µM]	2%	0.9%	-3%	5%	-6%[46.1 µM]
CCC(CC)C(=O)NCCNC(=O)C(CC)CC	10%	27%[38.3 µM]	22%[11.4 µM]	-2.1%	0%	5%	-1%[46.1 µM]
Cc1nc2ccc(Br)cn2c1C(=O)N/N=C\c1ccccc1[N+](=O)[O-]	nt	-13%	27%	-1.1%	2%	-1%	-5%
CCN(CC)C(=S)SCC(=O)Nc1nc(-c2ccccc2)c(-c2ccccc2)o1	-6%	2%	-12%	-3.0%	-1%	-14%	-32%
CO/C=C/C#CC1(O)CCN(C)CC1	4%[9.22 µM]	3%[38.3 µM]	-2%	2.4%	14%	5%	-10%[46.1 µM]
CCCCNC(=O)COC(=O)c1ccc(C)c(NC(=O)c2ccco2)c1	4%	4%	-1%	-0.1%	5%	6%	-2%
Cc1ccc(Nc2c3c(nc4ncnn24)CC(C)CC3)cc1 (configuration not stated)	-14%	37%[activator][38.3 µM]	nt	0.0%	6%	3%	-13%[46.1 µM]
CCN1CCc2nc3ccccc3c(C(=O)Nc3ccc(C#N)cc3)c2C1	6%	40%[activator]	8%	0.0%	1%	13%	-14%
N#Cc1c(N2CCCCC2)nc(N2CCCCC2)c2c1CCN(Cc1ccccc1)C2	-20%	29%[38.3 µM]	3%	0.0%	-2%	9%	?
c1ccc(CC(Nc2ccccn2)c2ccccc2)cc1 (configuration not stated)	?	9%	39%[activator]	-1.4%	-1%	7%	?
CC(=O)N(CCS(=O)(=O)c1ccc(Cl)cc1)Cc1cccs1	2%[9.22 µM]	nt	5%	1.1%	nt	8%	-16%
CCC(=C(CC)c1ccc(O)cc1)c1ccc(O)cc1	nt	11%	nt	4.1%[16.9 µM]	-2%[17.1 µM]	2%[21.7 µM]	nt
CCOC(=O)CN(C(=O)COc1nc(-c2ccccc2)cc(C)c1C#N)c1ccccc1	-13%[9.22 µM]	nt	-7%	0.0%	nt	3%	52%
Cc1onc(-c2c(F)cccc2Cl)c1C(=O)Nc1nc2ccccc2[nH]1	12%[9.22 µM]	10%[38.3 µM]	nt	7.5%	6%	-5%	?
N#Cc1ccsc1NC(=O)CN1CCN(c2ccccn2)CC1	-4%[9.22 µM]	15%[38.3 µM]	nt	0.8%	4%	-2%	-9%[46.1 µM]
CCOC(=O)C1CCN(C(=O)Cn2cc(C(=O)OC)c3ccccc32)CC1	-4%[9.22 µM]	7%	-2%	1.9%	4%	-2%	6%
CCn1cnc2cc(NC(=O)c3cccs3)ccc21	nt	3%	3%	1.1%	-16%	2%	4%
CN1C(N)=NC(=O)/C1=C/c1ccccc1F	30%	2%	1%	-1.9%	1%	4%	5%
CC(C)c1ccc(/C=C2\C(=O)N(CCN3CCOCC3)C(=S)N2C)cc1	-21%	-1%	nt	1.1%	2%	-7%	-32%
CCOn1c(=O)c(=O)n(OC)c2ccccc21	6%[9.22 µM]	nt	nt	0.1%	nt	10%	17%
CSc1nnc(C(C)(C)C)c(=O)n1/N=C/c1ccccc1O	16%[9.22 µM]	nt	-6%	1.2%	nt	2%	-9%
CCCCCC(=O)O[C@H](CC(=O)O)C[N+](C)(C)C	nt	8%	nt	-1.6%	0%	11%[21.7 µM]	nt
COC(=O)c1ccc(NC(=O)CCn2c(=O)oc3ccccc32)cc1	-8%	5%[38.3 µM]	15%	3.9%	-2%	4%	-1%[46.1 µM]

An excerpt from above, limited to HttQ103 aggreg:
Molecule	HttQ103 aggreg
Cc1cc(=O)oc(C)c1C(=O)OCC(=O)c1ccc(Cl)cc1	-8%
CCC(CC)C(=O)NCCNC(=O)C(CC)CC	10%

Further structures follow.
SMILES	HttQ103 aggreg	IMPase Li cell	L3MBTL1 inh	Epigenetic reg	KinaseGlo FLuc	CBFb-RUNX1 inh	NPSR antagonist
OC(COCc1cccs1)CN1CCCCCC1 (configuration not stated)	17%	18%[38.3 µM]	-10%	-0.2%	8%	-6%	-5%[46.1 µM]
CN(c1ccccc1)S(=O)(=O)c1cccc(NC(=O)Cn2cnc3ccccc3c2=O)c1	-29%	31%[38.3 µM]	nt	-5.7%	2%	-2%	-23%[46.1 µM]
COc1ccc(C)cc1N(C(=O)c1ccccc1)c1nc2ccccc2s1	10%	8%	-8%	1.0%	3%	9%	-34%
Cc1ccc2c(c1)S/C(=C/c1ccc[n+](C)c1)N2CCO	-24%	9%	nt	3.2%	0%	-1%	-14%
CN(C)S(=O)(=O)c1cccc(NC(=O)c2ccc3nccnc3c2)c1	18%[9.22 µM]	nt	-8%	-2.8%	nt	7%	-10%
O=c1cc(N2CCCCCC2)[nH]c(=O)n1-c1ccccc1Cl	-3%	-1%	nt	-4.0%	2%	3%	15%
CC(C)COC(=O)N(C)c1ccc(C(O)(C(F)(F)F)C(F)(F)F)cc1	-18%	26%[38.3 µM]	8%	0.0%	-4%	8%	-16%[46.1 µM]
CC1CC(=O)N(c2ccc(NCCc3ccccc3)c([N+](=O)[O-])c2)C1=O (configuration not stated)	-5%	13%	nt	-0.7%	2%	?	-8%
CN(C)c1ccc(CN2CCC(C(N)=O)CC2)cc1	-7%[9.22 µM]	-4%	-3%	0.6%	8%	7%	15%
NC(=O)CSc1nnc(-c2ccncc2)n1CCc1ccccc1	-27%	-10%[38.3 µM]	-2%	-1.9%	-3%	3%	1%[46.1 µM]
C/C=C\C(=O)Nc1cccc(C2=NOC3(C2)C[C@H](C(N)=O)N(C(=O)/C=C/CC)C3)c1 (some centres not stated)	23%[9.22 µM]	nt	nt	-1.7%	nt	?	25%
S=c1[nH]nc(CNc2cccc(Cl)c2)o1	nt	-4%	-8%	-1.1%	-6%	-6%	2%
O=C(CSc1nnc(SCc2ccc(Cl)cc2)s1)c1ccc2c(c1)OCO2	11%	4%	19%	0.3%	3%	?	-8%
COc1ccc2c(c1)C(=O)N(c1ccccc1)C(=O)C2	26%	10%[38.3 µM]	33%[activator]	-2.2%	-1%	1%	9%[46.1 µM]
Cc1ccc(CC2CC(=O)N(CCc3ccccc3)C2=O)cc1 (configuration not stated)	nt	18%	14%	4.3%	-3%	16%	-4%
CCOc1c(OC)cccc1C1CC(=O)Nc2cc3c(cc21)OCCO3 (configuration not stated)	-8%	28%[38.3 µM]	2%	3.8%	-4%	-1%	-20%[46.1 µM]
C=CCNC(=O)N1CCc2nc(COc3ccccc3)c3c(c2C1)CO[C@@H](C)C3	nt	-12%	nt	nt	0%[7.66 µM]	3%[13.1 µM]	nt
NNC(=O)c1ccc(COc2ccc([N+](=O)[O-])cc2)o1	-5%[9.22 µM]	nt	1%	0.0%	nt	-3%	-4%
CCOC(=O)C1CCCN(C(=O)CN2C(=O)C(CC)Oc3ccc(C)cc32)C1 (configuration not stated)	3%	4%[38.3 µM]	24%[11.4 µM]	1.0%	3%	3%	-7%[46.1 µM]
O=C(C1=NN(c2ccccc2)C2C(=O)N(c3ccccc3)C(=O)C12)c1ccccc1 (configuration not stated)	-4%	-4%	57%[activator]	0.0%	-1%	-6%	-13%
N=C1/C(=C\c2ccc(OCc3ccccc3)cc2)C(=O)N=C2SC(N3CCCC3)=NN12	1%[9.22 µM]	4%	-5%	-0.2%	nt	0%	21%
COc1cc(OC)cc(C(=O)n2nc(C)cc2C)c1	-1%	12%	5%	-1.0%	1%	-6%	-8%[46.1 µM]
CCCCOC(=O)Cn1c(=N)n(CCC)c2ccccc21	19%	12%[38.3 µM]	35%[activator]	1.6%	-1%	-16%	-7%[46.1 µM]
Cc1nc(-c2cnn(-c3ccccc3)c2)c2cc(C)oc2n1	?	-3%[38.3 µM]	4%	-1.1%	-2%	8%	-17%[46.1 µM]
CN1C(=O)N(C)C2(C)CC1(C)N(C)C(=O)N2C	8%[9.22 µM]	nt	3%	2.5%	nt	-2%	49%
CCn1nc(C)c([N+](=O)[O-])c1C(=O)NNC(=O)c1ccccc1Cl	-13%[9.22 µM]	nt	10%	5.3%	nt	2%	-11%
Cn1c(=O)[nH]c(=O)c2[nH]cnc21	nt	16%	nt	0.0%	-3%	22%	nt
O=C(NC(CO)(CO)CO)c1coc(=O)c(Br)c1	7%[9.22 µM]	6%[38.3 µM]	51%[activator]	5.5%	-1%	4%	-26%[46.1 µM]
CC(C)(C)NC(=O)CSc1nc(O)cc(=O)n1-c1ccccc1F	16%	-7%[38.3 µM]	4%	1.1%	-4%	2%	1%[46.1 µM]
Cc1ccnc(NC(=O)c2ccc(Cl)c(NC(=O)C(C)Oc3ccccc3)c2)c1 (configuration not stated)	19%[9.22 µM]	14%	-11%	1.1%	0%	-1%	57%
CC1=C(C)SC(=C(C#N)c2nnc(N3CCOCC3)n2-c2ccccc2)S1	10%	-2%[38.3 µM]	19%	-2.8%	-3%	4%	-25%[7.67 µM]
CC(=O)C(Sc1nc(-c2ccc(F)cc2)nc2c1c(=O)n(C)c(=O)n2C)C(C)=O	-3%[9.22 µM]	-4%	3%	-0.1%	nt	9%	44%

High-throughput results deposited in PubChem BioAssay by National Center for Advancing Translational Sciences (NCATS).
